S3 lipid droplet: qHTS Assay for Lipid Storage Modulators in Drosophila S3 Cells; 320,000 compounds, 0.64% hits; Drosophila S3 cells, BODIPY lipid droplet fluorescence, 18-24 h; cells fed with added oleic acid; AID 2685; lipid storage change, negative = inhibition, % at the top dose, mostly 46.1 µM; hits show Potency in µM; active = well fitted inhibition curve with a large enough effect in the signal ratio, with a control signal flat, not every such curve was filed as active; inconclusive = small, poorly fitted or top-dose-only effect, or effect the other way, or a change in a side signal; the % refers to the signal ratio
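Drosophila S3 cells got compounds at several concentrations plus oleic acid (400 uM solution). Laser-scanning cytometry with 488 nm excitation read lipid droplets at 500-530 nm and cells at 575-640 nm. Percent activity was relative to 20 uM Triacsin C.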
S3 lipid droplet cell count max: second read-out of S3 lipid droplet, no call of its own (marks repeat the call); cell number change, %; measured here: cell count max response;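 cells counted by Cell Tracker Red CMTPX staining in the red channel; peak over a dose series mostly up to 46.1 µM; percent activity relative to internal control wells on each plate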
* hit, by the source's call; i = inactive; u = inconclusive; x = not tested or not shown. % is scaled to controls: 0 for no effect and ±100 for the full control effect; potency is read from the fitted curve at half-maximal effect. The list is partial; count on the stated rates, not on these rows.

S3 lipid droplet	S3 lipid droplet cell count max	canonical_smiles
0.8%	22.6	Cc1c(C)c2c(OCC(=O)N3CCC(C(=O)O)CC3)cc3c(c2oc1=O)CCC(C)(C)O3
-10.0%	15.7	NS(=O)(=O)c1ccc(CNC(=O)/C=C/c2ccccc2[N+](=O)[O-])cc1
u	x	COC(=O)C1=C(C)N(Cc2ccccc2)C(=NCCc2c[nH]c3ccccc23)N[C@H]1c1ccccc1
14.4%	-4.1	O=C(COc1cccc2ccccc12)NNC(=O)c1cnccn1
u	x	O=C1C(=O)N(CNc2ccccn2)c2ccccc21
u	x	CCC(=O)Nc1cc(C)c(NC(=O)CCc2ccccc2)cn1
u	x	Cc1ccc(NC(=S)NNc2ncc(C(F)(F)F)cc2Cl)c(C)c1
-23.6%	1.4	COC(=O)c1cc(S(=O)(=O)N2CCN(c3cccc(C)c3C)CC2)c[nH]1
14.4%	-5.8	Nc1cc(=O)[nH]c(SCC(=O)Nc2cccc(Cl)c2)n1
i	-15.2	O=C(CCN1C(=O)/C(=C/c2ccccc2)SC1=S)NCCCN1CCOCC1
u	x	CCC(SCC(=O)OC)C(=O)Nc1nnc(C(C)C)s1 (stereo not given)
i	x	Cc1cc(NC(=O)CS(=O)(=O)c2cn(Cc3cccc(F)c3)c3ccccc23)no1

Three structures already listed, ordered by formula weight, lowest first:
S3 lipid droplet	S3 lipid droplet cell count max	canonical_smiles
-10.0%	15.7	NS(=O)(=O)c1ccc(CNC(=O)/C=C/c2ccccc2[N+](=O)[O-])cc1
-23.6%	1.4	COC(=O)c1cc(S(=O)(=O)N2CCN(c3cccc(C)c3C)CC2)c[nH]1
i	x	Cc1cc(NC(=O)CS(=O)(=O)c2cn(Cc3cccc(F)c3)c3ccccc23)no1

Continuation.
S3 lipid droplet	S3 lipid droplet cell count max	canonical_smiles
u	x	O=C(CSCc1nc2ccccc2[nH]1)N1CCN(c2cccc(Cl)c2)CC1
15.5%	x	Cc1c(OCC(=O)NC(Cc2ccc(Cl)cc2)C(=O)O)ccc2c(-c3ccccc3)cc(=O)oc12 (stereo not given)
u	x	CCCN(CC(=O)Nc1ccccc1OC)C(=O)CN1C(=O)NC2(CCCCC2)C1=O
u	x	CC(C)Oc1ccc(N2CC(C(=O)Nc3ccc4c(c3)OCO4)CC2=O)cc1 (stereo not given)
i	-4.9	COc1ccc(Cl)cc1N1C(=NC(=O)C2CCCCC2)SC2CS(=O)(=O)CC21 (stereo not given)
i	13.3	CCC1(C)Cc2c(sc3nnn(CC(=O)Nc4ccccc4C)c(=O)c23)CO1 (stereo not given)
u	x	COc1ccc(C)cc1-n1[nH]nnc1=S
u	x	COc1ccc(C)cc1S(=O)(=O)NCC(c1ccco1)N1CCc2ccccc2C1 (stereo not given)
i	x	FC(F)(F)c1cccc(NC(=S)Nc2cccc(NC(=S)Nc3cccc(C(F)(F)F)c3)n2)c1
i	-7.6	Cc1cc(CNC(=O)C2CCC(=O)N(CCc3cccc(F)c3)C2)nn1C (stereo not given)
u	x	O=C1CC(N2CCSCC2)C(=O)N1c1ccc(Br)cc1 (stereo not given)
u	x	Cn1c(CCN2CCCCC2)nc2cc(NC(=O)NC3CCCCC3)ccc21
5.7%	18.3	COc1ccc(OC)c(S(=O)(=O)Nc2ccc(OCC(=O)O)cc2)c1
u	x	CCN(C(=O)CN1CCCc2ccccc21)c1c(N)n(Cc2ccccc2)c(=O)[nH]c1=O
5.6%	18.2	CC(C)(C)C(=O)Nc1ccc(NC(=O)C(C)(C)C)cc1
8.9%	1.2	Cn1cc(/C=N/NC(N)=S)c2ccccc21
u	x	Cc1ccc(S(=O)(=O)NCc2ccccc2)cc1C(=O)N(C)Cc1ccc(F)cc1
4.3%	1.1	C=CCn1cc(Cl)c(=O)n(CC=C)c1=O
u	x	CC(C)c1ccccc1NC(=O)CNC(C)c1ccc(F)cc1 (stereo not given)
8.5%	-5.0	N=c1c(C(=O)NCc2ccccc2)cc2c(=O)n3ccccc3nc2n1CCCN1CCOCC1
u	x	O=C1CCCC2=C1C(c1ccsc1)CC(=O)N2c1ccccc1 (stereo not given)
u	x	Cc1ccc(C(=O)Nc2cccc3ncccc23)cc1[N+](=O)[O-]
u	x	COc1cc(/C=N/NC(=O)CC2C(=O)NN=C2C)ccc1O (stereo not given)
u	x	CC(C)COC(=O)C1C2C=CC3(CN(C4CCCC4)C(=O)C13)O2 (stereo not given)

Copied from the entries so far (five entries):
S3 lipid droplet	S3 lipid droplet cell count max	canonical_smiles
8.5%	-5.0	N=c1c(C(=O)NCc2ccccc2)cc2c(=O)n3ccccc3nc2n1CCCN1CCOCC1
u	x	O=C1CCCC2=C1C(c1ccsc1)CC(=O)N2c1ccccc1 (stereo not given)
u	x	Cc1ccc(C(=O)Nc2cccc3ncccc23)cc1[N+](=O)[O-]
u	x	COc1cc(/C=N/NC(=O)CC2C(=O)NN=C2C)ccc1O (stereo not given)
u	x	CC(C)COC(=O)C1C2C=CC3(CN(C4CCCC4)C(=O)C13)O2 (stereo not given)

Carrying on.
S3 lipid droplet	S3 lipid droplet cell count max	canonical_smiles
u	x	CCOC(=O)C1CCN(C(=O)c2ccc3c(c2)C(=O)N(c2ccccc2C)C3=O)CC1
-5.1%	-4.8	O=C(Nc1ccc([N+](=O)[O-])cc1)C1CC1(c1ccccc1)c1ccccc1 (stereo not given)
u	x	COc1ccccc1NC(=O)c1sc2nc(-c3ccco3)ccc2c1N
u	x	Cn1cnnc1SCC(=O)Nc1ccc(S(N)(=O)=O)cc1
u	x	COc1cccc(S(=O)(=O)NCc2ccc3c(c2)OCO3)c1
u	x	COc1cc(OC)c(/C=N/NC(=O)c2ccc(NC(C)=O)cc2)cc1Br
u	x	Cc1[nH]c2ccccc2c1C(=O)CSc1nc2ccccc2c(=O)n1CCCN1CCOCC1
u	x	COc1cccc2cc(/C(=N/O)c3ccc(Br)cc3)oc12
i	9.3	O=C(Nc1cccc(O)c1)c1cccc(S(=O)(=O)N2CCCC2)c1
u	x	CCCSc1nc(C)nc2c1c(=O)n(C)c(=O)n2C
u	x	Cc1ccc(-c2cc(C(=O)Nc3cccnc3)c3ccccc3n2)o1
i	-14.9	Cc1ccccc1-c1nc(CS(=O)(=O)CC(=O)NCCN2CCCC2)c(C)o1
u	x	COCCCNC(=O)C1c2ccccc2Oc2ccccc21
u	x	CCOC(=O)c1c(C)[nH]c(C(=O)CN2C(=O)NC(C)(c3ccc4ccccc4c3)C2=O)c1C (stereo not given)
u	x	COc1cccc(CNC(=O)CCC2CCCN(C(=O)c3cc4ccccc4o3)C2)c1 (stereo not given)
u	x	Cc1cc(C(=O)Nc2cccc(O)c2)co1
19.0%	-4.2	COc1ccc(Oc2cccc(Cl)c2CNC(=O)CCCC(=O)O)cc1
-26.9%	-18.9	COc1ccccc1N(C)S(=O)(=O)c1ccc(C(=O)OCC(=O)NCc2cccs2)cc1
u	x	CCCn1cc(SCC(=O)NCc2ccco2)c2ccccc21
-1.0%	x	COc1cccc(NC(=O)CSc2ncc(S(=O)(=O)c3ccccc3)c(=O)[nH]2)c1
i	8.5	CN(C)/C=C1/C(=O)Nc2ccccc21
u	x	CC(C)CCN1CCC(N)=NC1=O
u	x	Cc1ccc(SCC(=O)OCC(=O)N(C)CC(=O)Nc2ccc(F)cc2)cc1
u	x	COc1cc(/C=N/NC(=O)c2ccccc2Cl)ccc1Oc1ccc([N+](=O)[O-])cn1
u	x	c1ccc(CC2CCN(Cc3nc(-c4ccccc4)no3)CC2)cc1
29.3%	x	ClC(Cl)c1nnc(-c2ccccc2)c(-c2c[nH]c3ccccc23)n1
12.3%	x	NCC(=O)CCC(=O)O
23.5%	1.8	COc1ccc2c(c1)C=C(CN1CCN(Cc3ccccc3C)C(CCO)C1)CO2 (stereo not given)
u	x	O=C(Cc1cccs1)Nn1c(Cc2cccs2)nc2ccccc2c1=O
3.2%	4.1	O=C(CSCc1ccccc1Cl)NCCSc1ccccn1
18.4µM*	-3.9*	COc1ccc(CN2CCN(C)CC2)cc1OCc1ccccc1
8.4%	-2.8	Cc1cccc(OCc2nc3c4c(ncn3n2)-c2ccccc2CC42CCCC2)c1
-0.5%	-9.3	O=C(O)CC1C(=O)OCN1C(=O)OCc1ccccc1 (stereo not given)
u	x	O=c1[nH]c(-c2ccccc2)c(-c2ccccc2)o1
4.0%	2.6	CC1Cc2ccccc2N1CC(=O)Nc1ccc(S(N)(=O)=O)cc1 (stereo not given)
i	2.9	COc1cc(OC)cc(C(=O)N[C@H](C(=O)OCC(=O)Nc2cccnc2Cl)C(C)C)c1
u	x	Cc1ccc(CN2C(=O)CSC(C)C2=O)cc1 (stereo not given)
u	x	O=C(Nc1cccc(OC(F)(F)F)c1)c1ccc(Br)o1
-6.0%	x	O=C1NC(=Nc2ccccc2)CS1
u	x	O=C(c1ccco1)n1nc(-c2ccccc2)nc1SCc1ccccc1
u	x	COc1ccc(N(C(=O)c2ccccc2C)S(=O)(=O)c2cccs2)cc1
-1.3%	0.7	COCCNC(=O)CSc1nnc(CCCN2C(=O)c3cccc4cccc(c34)C2=O)n1-c1ccccc1
3.7%	-0.8	Cc1nnc(SCC(=O)N2CCC(C(=O)Nc3nccs3)CC2)n1Cc1ccccc1
u	x	C=CCc1c(C)nc(SCC(N)=O)[nH]c1=O
u	x	CN(C)c1ccc(C2C=C(c3ccc(Cl)cc3OC(F)F)Nc3ncnn32)cc1 (stereo not given)
u	x	Nc1nnnn1/N=C/c1ccccc1OCc1ccc(Cl)cc1Cl
u	x	CCOc1cc(CN2CCCC(N3CCc4ccccc4C3)C2)ccc1O (stereo not given)
-2.2%	15.5	O=C(COC(=O)c1ccc(Br)o1)NCCCc1ccccc1

Record cards, from the list above:
Cc1nnc(SCC(=O)N2CCC(C(=O)Nc3nccs3)CC2)n1Cc1ccccc1 in the list: S3 lipid droplet = 3.7%; S3 lipid droplet cell count max = -0.8
COc1ccc(N(C(=O)c2ccccc2C)S(=O)(=O)c2cccs2)cc1 in the list: S3 lipid droplet = u; S3 lipid droplet cell count max = x

Following part:
S3 lipid droplet	S3 lipid droplet cell count max	canonical_smiles
u	x	CSc1nnc(-c2sc3cc(C(F)(F)F)cnc3c2-c2ccccn2)n1C
u	x	CN1C(=CC=C2C=C(I)C(=O)C(I)=C2)C(C)(C)c2ccccc21
-7.8%	20.4	COC(=O)Cc1nnc(Nc2cccc(C)c2)c2ccccc12
20.6µM*	-1.5*	Cc1cccc(N(Cc2cc(=O)[nH]c3ccccc23)C(=O)CCl)c1
i	20.1	Cc1ccc(C(=O)C2=C(O)C(=O)N(c3ncccn3)C2c2ccccc2F)o1 (stereo not given)
u	x	CN(CC(=O)O)S(=O)(=O)/C=C/c1ccccc1
u	x	O=S(=O)(NCc1ccccc1)c1ccc(Br)s1
u	x	CN(C)NC(=O)c1ccsc1NC(=O)c1ccc(S(=O)(=O)N2CCCC2)cc1
6.0%	5.9	S=c1[nH]nc(Nc2cccc(Cl)c2)s1
u	x	N#CC1=C(S)N(c2ccccc2)C(c2ccco2)NC1=O (stereo not given)
u	x	COc1ccc(-c2cc(C(=O)Nc3ccc(C)cc3)no2)cc1
4.1%	12.2	COc1ccc(S(=O)(=O)N2CCCC2)c2ccccc12
u	x	CCCOc1ccc(/C=N\NC(=O)CCc2n[nH]c(=O)[nH]c2=O)cc1OC
-3.1%	-7.2	COc1cc(OC)c2ccc(=O)oc2c1C(CCN1CCCCC1)c1ccc(N(C)C)cc1 (stereo not given)
u	x	COc1cc(Cl)ccc1OCc1cc(C(=O)N2CCCC(OC)C2)no1 (stereo not given)
u	x	Cc1cc2nc(N3CCN(C(=O)c4cccs4)CC3)sc2cc1C
5.5%	-2.0	CCOC(=O)N1CCC(N(CCN(C)C)C(=S)Nc2cccc(C)c2)CC1
u	x	COC(=O)c1cc2cc(Cl)ccc2nc1SC
9.5%	8.0	COc1cc(OC)c2ccc(=O)oc2c1C(CC(=O)N1CCN(c2ccccc2)CC1)c1ccc2c(c1)OCO2 (stereo not given)
u	x	CC(Sc1nncn1C)C(=O)Nc1nnc(-c2ccccc2)s1 (stereo not given)
u	x	CCOc1ccc(CNC(=O)C2CCN(c3nnc(C)c4c(C)n(-c5ccc(C)cc5)nc34)CC2)cc1
u	x	CN(CC(=O)NCc1ccncc1)S(=O)(=O)c1ccc(Cl)cc1
i	24.0	Clc1ccc(OCCSc2ncccn2)cc1
u	x	CC(C(=O)OCC(=O)Nc1cccc(S(=O)(=O)N(C)C)c1)N1C(=O)c2ccccc2C1=O (stereo not given)
-2.3%	-14.9	O=C(CC1Nc2ccccc2NC1=O)NCC1COc2ccccc2O1 (stereo not given)
u	x	COc1ccc(NC(=O)OCCN2CCN(Cc3ccccc3)CCC2=O)cc1
0.4%	3.3	COc1ccccc1C(=O)N/N=C/c1ccc2c(c1)OCO2
u	x	O=C1CC(=O)Nc2cc(S(=O)(=O)N3CCN(c4cccc(C(F)(F)F)c4)CC3)ccc2N1
-11.8%	6.8	CC12CCC(=O)N1C(C(=O)Nc1cc(Cl)ccc1N1CCCC1)CS2 (stereo not given)
u	x	C/C(=N\Nc1cccc(Cl)c1)c1ccncc1
-6.0%	-8.0	Cn1ccc(=S)c2ccccc21
6.0%	-16.3	COc1cccc(-n2nnnc2SCC(=O)Nc2ccc(OC)cc2OC)c1
15.0%	0.5	CCCNC(=S)N1CCC(NC(=O)c2ccc(OC)cc2)CC1
u	x	COc1ccccc1-n1cc(C(=O)N2CCCC(CO)(Cc3ccccc3C)C2)cn1 (stereo not given)
-23.2%	-6.4	C/C(=N/NC(=O)CSc1nc2ccccc2n1C)c1ccco1
-14.7%	1.3	O=C(CN1/C(=C(/O)c2ccccc2)C(=O)c2ccccc2S1(=O)=O)c1ccccc1
i	7.1	O=S(=O)(c1ccccc1)N1CCc2ccccc2C1
u	x	CCn1cc(C(=O)O)c(=O)c2cc(F)c(N3CCN(C(=S)NC(=O)c4cccc(F)c4)CC3)cc21

High-throughput results (PubChem BioAssay)
